MITF inh = human MITF inhibition, primary screen; inhibition, % at 2.6 µM; AlphaScreen MITF homodimerization, bead proximity signal; 650,000 tested, 0.91% active; O75030; AID 1259374; in the data active means inhibition above about 50%;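 further: 0% = vehicle wells with protein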
GPR151 ag = human GPR151 activation; Q8TDV0; PathHunter beta-arrestin GPR151 cells, luminescence; activation, % at 11.2 µM; 650,000 tested, 1% active; AID 1508602; in the data active means activation above about 4.9%;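 further: 0% = median of compound wells and 100% = cells with positive control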
FBW7 act = activators of human E3 ligase FBW7 | AlphaScreen FBW7–phospho-cyclin E peptide binding, activator screen | 650,000 tested, 0.13% active | normalized activity (activation), % at 26.1 µM | AID 1259310; in the data active means normalized activity above about 1.9%;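 further: purified mutant Fbw7 with reduced substrate affinity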
Target sequence (Q969H0 whole entry, looked up): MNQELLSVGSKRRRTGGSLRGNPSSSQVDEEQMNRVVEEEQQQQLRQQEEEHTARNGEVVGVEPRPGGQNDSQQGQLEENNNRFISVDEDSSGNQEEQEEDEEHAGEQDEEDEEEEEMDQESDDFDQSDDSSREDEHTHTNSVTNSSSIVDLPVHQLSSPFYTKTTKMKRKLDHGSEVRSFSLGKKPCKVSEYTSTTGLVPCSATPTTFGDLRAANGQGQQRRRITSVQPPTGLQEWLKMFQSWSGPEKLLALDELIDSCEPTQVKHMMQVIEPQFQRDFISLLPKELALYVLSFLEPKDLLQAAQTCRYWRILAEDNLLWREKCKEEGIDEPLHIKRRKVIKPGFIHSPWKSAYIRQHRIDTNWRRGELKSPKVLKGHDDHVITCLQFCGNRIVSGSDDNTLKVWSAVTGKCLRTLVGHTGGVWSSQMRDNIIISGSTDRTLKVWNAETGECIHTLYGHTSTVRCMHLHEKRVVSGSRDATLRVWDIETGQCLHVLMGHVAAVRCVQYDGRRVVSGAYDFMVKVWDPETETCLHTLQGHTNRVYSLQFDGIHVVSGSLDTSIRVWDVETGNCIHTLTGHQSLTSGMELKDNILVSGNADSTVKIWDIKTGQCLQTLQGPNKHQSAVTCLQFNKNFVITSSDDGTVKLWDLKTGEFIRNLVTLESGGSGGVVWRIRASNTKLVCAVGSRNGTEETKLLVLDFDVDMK
TEAD-YAP block = TEAD-YAP interaction inhibition. HEK-TIYL cells, TEAD-Gal4/YAP UAS-luciferase luminescence. inhibition, % at 9.12 µM. 640,000 tested, 1.4% active; in the data active means inhibition above about 32%;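 further: 0% = median of test compound wells and 100% = reference inhibitor wells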
Numbers without * were called inactive; nt = not tested or not shown.

Start of the data: the first two records (preview)
smiles	MITF inh	GPR151 ag	FBW7 act	TEAD-YAP block
CCOc1ccc(C(=O)N2CCN(c3ccc(F)cc3)CC2)cc1	8	0.1	0.1	-5
COc1ccc(C(=O)Nc2ccc3nn(-c4ccc(OC)cc4)nc3c2)cc1	-5	-0.1	0.3	0

The listing, previewed entries included:
smiles	MITF inh	GPR151 ag	FBW7 act	TEAD-YAP block
CCOc1ccc(C(=O)N2CCN(c3ccc(F)cc3)CC2)cc1	8	0.1	0.1	-5
COc1ccc(C(=O)Nc2ccc3nn(-c4ccc(OC)cc4)nc3c2)cc1	-5	-0.1	0.3	0
COc1ccc(C2CC(=O)C3=C(C2)Nc2ccccc2N(C(C)=O)C3c2ccccc2Cl)cc1 (stereo not given)	-8	0.8	-0.2	0
COc1ccccc1C1C(C#N)=C(N)N(c2cccc(Cl)c2C)C2=C1C(=O)CCC2 (stereo not given)	-5	-0.2	-0.1	-10
CCn1c(=S)sc2c(=O)n(-c3ccccc3)c(SCC(=O)C(C)(C)C)nc21	2	-0.6	-0.1	-1
NS(=O)(=O)c1ccc(CCn2c(SCc3cc(F)cc4c3OCOC4)nc3ccccc3c2=O)cc1	-12	-0.8	-0.1	-4
COC(=O)c1sccc1NC(=S)Nc1ccc(F)c(Cl)c1	4	0.0	-0.1	-6
COc1ccccc1N1CCN(C(=O)Cn2cnc3sc(C)c(S(=O)(=O)N4CCOCC4)c3c2=O)CC1	-2	0.0	-0.1	-1
CCC[C@@H]1NC(=O)[C@@H]2C[C@H](NCc3ccc(C)c(C)c3)CN2C1=O	11	-0.9	0.6	17
COC(=O)c1cc(CSc2nc3ccccc3[nH]2)ccc1O	10	-0.1	0.1	-1
NC(=S)N/N=C1/Cc2cccc3cccc1c23	0	0.2	0.0	-1
Nc1cc(C(=O)O)ccc1Nc1ccc(F)c(F)c1	-4	-1.3	-0.2	-7
CCCCCCCC/C=C\CCCCCCCC(=O)OC[C@H](CO)OC(C)=O	-12	3.0	nt	nt
CCC(NS(=O)(=O)c1ccc(C)cc1)C(=O)NCCOC (stereo not given)	23	-0.4	0.4	4
N#C/C(=C\c1ccc([N+](=O)[O-])cc1)C(=O)Nc1ccc(S(N)(=O)=O)cc1	-7	-0.1	0.0	-3
O=c1[nH]nc(N/N=C/c2cn(-c3ccccc3)nc2-c2cccnc2)c(=O)[nH]1	8	-0.3	0.0	0
CCN(CC)CCNC(=O)C(=O)NCC1OCCN1S(=O)(=O)c1ccccc1 (stereo not given)	-8	0.3	0.3	5
O=C(NCc1cccnc1)C1CCN(CC2CCCCC2)CC1	-11	1.6	0.1	-1
CC(=O)c1ccc(NC(=O)c2cccc(C)c2)cc1	-2	-1.5	0.6	4
O=C1c2ccccc2C(=O)N1CCc1csc(Cn2cncn2)n1	-5	-1.0	-0.1	1
CCOc1ccc(S(=O)(=O)N2CCN(C(=S)NCc3ccco3)CC2)cc1	3	1.7	-0.1	18
O=C(CCN1C(=O)c2ccccc2C1=O)NC(c1ccccc1)C1CCCC1 (stereo not given)	6	0.0	-0.1	-7
COc1ccc(Cl)c(NC(=O)Cn2nnc(-c3ccccc3N)n2)c1	9	-0.6	0.4	8
CCN1CCN(C(=O)c2cn(CCOC)c(=O)c3c2c2ccccc2n3C)CC1	27	-1.1	-0.1	3
N=C1c2ccccc2CN1NC(=O)CC12CC3CC(CC(C3)C1)C2	15	-2.0	0.0	2

Structural class, the compounds so far containing an NH in an aromatic ring.
smiles	MITF inh	GPR151 ag	FBW7 act	TEAD-YAP block
COC(=O)c1cc(CSc2nc3ccccc3[nH]2)ccc1O	10	-0.1	0.1	-1
O=c1[nH]nc(N/N=C/c2cn(-c3ccccc3)nc2-c2cccnc2)c(=O)[nH]1	8	-0.3	0.0	0

(listing goes on)
smiles	MITF inh	GPR151 ag	FBW7 act	TEAD-YAP block
C=CCNC(=O)c1cc2c(=O)n3cc(C)ccc3nc2n(CCC)c1=N	8	-1.0	-0.2	14
CCc1ccc(NC(=O)CSc2nc3ccccc3c(=O)n2CCCN2CCCCC2)cc1	6	-0.4	-0.2	-1
COc1ccc(CCn2c(C)c(C(C)=O)c3cc(OC(=O)c4ccco4)ccc32)cc1OC	0	1.1	0.0	0
COc1cc(C(C(=O)Nc2c(C)cccc2C)N(Cc2ccccc2)C(=O)c2ccc(-n3cnnn3)cc2)ccc1O (stereo not given)	2	-1.7	-0.1	31
Cc1cc(-c2cccc(Br)c2)c(C#N)c(N)n1	-53	-0.3	0.0	-11
COc1cc(OC)c(NC(=O)c2ccco2)cc1Cl	1	-2.3	-0.3	-4
O=C(Nc1cc(C(=O)N2CCN(c3ccccc3Cl)CC2)ccc1N1CC2CC(C1)c1cccc(=O)n1C2)c1cccs1 (stereo not given)	-5	-0.7	0.0	-8
CCN(CC)C(=O)C(C)OC(=O)COc1ccc(Cl)cc1Cl (stereo not given)	11	-1.4	0.3	2
Cc1ccnc(NS(=O)(=O)c2ccc(N3C(=O)Nc4ccccc4N3O)cc2)c1	11	-0.6	0.1	1
CCc1nnc(NC(=O)CSc2nnc(C)c(=O)n2N)s1	6	-2.5	-0.7	4
CCN(CC)c1ccc(/C=C2/SC(=O)NC2=O)cc1	3	1.7	-0.3	-5
CCn1c(=O)[nH]c2cc(C(=O)Nc3ccccc3)ccc2c1=O	12	1.7	-0.5	-25
COc1cc(OC)cc(C2=N/C(=C/c3ccccc3)C(=O)O2)c1	9	0.2	0.1	9
Cc1cccc(C(c2sc3nc(C)nn3c2O)N2CCN(C(=O)c3ccco3)CC2)c1 (stereo not given)	-9	2.7	0.0	0
COc1ccccc1NS(=O)(=O)c1cc(NC=C(C#N)C#N)ccc1N1CCCCC1	-8	-0.9	-0.1	6
O=C(CSc1ccccn1)Nc1ccc(Cl)cn1	0	1.8	-0.2	-5
CN1CCN(C(=O)c2ccc(-c3nc(Nc4ccc(N5CCOCC5)cc4)c4ncn(-c5ccsc5)c4n3)cc2)CC1	17	1.8	0.1	-11
Cc1cccc(C2=N/C(=C\c3ccco3)C(=O)O2)c1	-11	-1.2	0.2	4
O=c1c2ccccc2ncn1CCOCCOc1ccc(F)cc1	-1	2.6	-0.1	2
O=C(c1ccccc1)N1c2ccccc2N=C(c2ccc(Cl)cc2)CC1c1ccccc1 (stereo not given)	5	0.4	0.1	-8
COc1ccc(S(=O)(=O)NCC2(c3cccs3)CCOCC2)cc1Cl	19	1.3	0.8	-6
Cc1ccc(N(CC(=O)Nc2c(C)n(C)n(-c3ccccc3)c2=O)S(=O)(=O)c2ccc(C)cc2)cc1	7	0.6	-0.1	2
COc1ccc(S(=O)(=O)NNc2ncnc3sc4c(c23)CCCC4)cc1	-11	-0.6	0.0	0
CCN(CC)C(=O)CN1C(=O)C2CCC(=O)CC2C1=O (stereo not given)	15	-1.2	0.2	-2
COc1ccc(NC(=O)CSC2=C(C#N)C(c3ccccc3F)C(C(=O)Nc3ccccc3OC)=C(C)N2)cc1 (stereo not given)	1	-0.5	0.0	-3
COc1ccc(CCn2c(=S)[nH]c3cc(Cl)ccc3c2=O)cc1OC	-4	1.9	-0.1	2
CC(C)(C)NS(=O)(=O)c1ccc(CCC(=O)O)cc1	29	-0.5	0.9	5
O=C(COC(=O)c1ccc([N+](=O)[O-])s1)Nc1ccc(OCc2ccccc2)cc1	8	-3.7	0.0	-8
Cc1cc2n(C)c3ccccc3n2n1	-5	3.0	0.1	1
O=C(C1CCC1)N1CCc2cc(S(=O)(=O)N(CCO)Cc3ccccc3)ccc21	11	0.9	0.1	-12
O=C(Nc1ccc2c(c1)OCCO2)c1ccccc1O	12	-5.9	0.0	56*
COC(=O)C1=C(C)NC(=S)NC1c1cccc2ccccc12 (stereo not given)	-11	1.9	-0.1	0
CN(C)C(=O)c1cn(-c2ccccc2)nc1-c1cc2ccccc2oc1=O	9	-1.3	0.1	-3
COCCCNC(=O)C(C)N(c1cc(C)cc(C)c1)S(C)(=O)=O (stereo not given)	-2	-1.6	0.1	2
CCOC(=O)/C(O)=C(\C#N)c1ccc(NC(=O)c2ccc([N+](=O)[O-])cc2Cl)cc1	-14	-1.1	-0.3	-3
COc1cccc(OC)c1C(=O)NCc1ccc(C)cc1	2	1.1	-0.1	10
Cc1c(N2C(=O)CS/C2=N\N=C\c2ccccc2)c(=O)n(-c2ccccc2)n1C	7	2.4	0.0	6
COc1ccc(-c2nc3c(=O)n(C)c(=O)nc-3n(C)n2)cc1	5	-9.3	-0.4	98*
N=C1C(c2nc(-c3ccc(Cl)cc3)cs2)=C(O)CN1CCCC(=O)O	20	1.6	-0.1	7
COc1cc(Nc2ccc(NC(=O)c3ccccc3)cc2)nc(C)n1	-8	2.2	-0.2	-2
Nc1ccc(Br)cc1-c1n[nH]c(=S)[nH]c1=O	1	-1.8	-0.2	-3
COCCn1c(SCC(=O)NCc2ccco2)nc2cccnc21	7	0.1	0.0	10
CN(C)c1nc(N2CCOCC2)nc(N(c2ccccc2)c2ccccc2)n1	4	0.7	0.1	-6
O=C(NCc1ccccc1)NC(=O)c1cccnc1	23	-1.0	0.6	8
O=C(Nc1ccc(-c2cc(-c3ccccc3)nc(-c3ccc(NC(=O)C(F)(F)F)cc3)n2)cc1)C(F)(F)F	-3	0.5	0.2	7
CC[C@@H]1NC(=O)[C@H]2CN(C(=O)c3cccc(OC)c3)CCN2C1=O	16	4.6	-0.2	3
COc1ccc(OC)c(NC(=O)c2ccccc2N2C(=O)C3C4C=CC(C5CC45)C3C2=O)c1 (stereo not given)	-12	0.6	-0.1	13
CC(=O)Oc1ccc2c(=O)oc(-c3ccccc3)nc2c1	7	-8.2	0.0	-5
CC1=C(C(=O)OCC2CCCO2)C(c2ccc(O)cc2)C2=C(CCCC2=O)N1 (stereo not given)	18	-1.3	0.1	9
Cc1ccc2c(c1)Oc1cc([N+](=O)[O-])cc(Oc3ccc(Cl)cc3)c1C(=O)N2	28	-0.7	-0.1	15

Sorted by length of the SMILES (smallest number first): some entries from above.
smiles	MITF inh	GPR151 ag	FBW7 act	TEAD-YAP block
CN(C)c1nc(N2CCOCC2)nc(N(c2ccccc2)c2ccccc2)n1	4	0.7	0.1	-6
COc1ccc(C(=O)Nc2ccc3nn(-c4ccc(OC)cc4)nc3c2)cc1	-5	-0.1	0.3	0
COc1ccccc1C1C(C#N)=C(N)N(c2cccc(Cl)c2C)C2=C1C(=O)CCC2 (stereo not given)	-5	-0.2	-0.1	-10

Next part
smiles	MITF inh	GPR151 ag	FBW7 act	TEAD-YAP block
Cn1c(=O)c2c(nc(NCc3ccccc3)n2Cc2cccc(F)c2)n(C)c1=O	-3	0.0	-0.2	-2
CC(=O)c1cccc(NC(=O)CCC(=O)O)c1	11	-1.6	0.1	2
CN(C)C(=O)NCC1CC(CNC(=O)N(C)C)C1(C)C (stereo not given)	2	0.1	-0.2	6
Cc1cccc(Cc2cnc(NC(=O)COc3ccc(Br)cc3)s2)c1	4	-0.2	-0.1	-2
N/C(Cc1ccc([N+](=O)[O-])cc1)=N\OS(=O)(=O)c1ccc(Cl)cc1	-18	1.6	-0.1	2
O=C(NCc1ccco1)C1CC12CCN(Cc1ccc(F)cc1)CC2 (stereo not given)	2	0.3	0.1	8
O=C(Nc1ccc([N+](=O)[O-])cc1)c1cccc(S(=O)(=O)Nc2ccc(I)cc2)c1	-7	1.2	0.1	16
C=CCNC(=O)c1sc(=S)n(-c2cc(Cl)ccc2OC)c1N	-4	-3.4	0.6	-4
CC(=O)N1CCc2c(sc(NC(=O)c3cc(=O)c4ccccc4o3)c2C(N)=O)C1	-1	-0.4	-0.1	-3
O=C(Nc1ccc(C(F)(F)F)cc1)Nc1cccc(F)c1	8	0.4	0.2	13
CN1CCN(/N=C/c2ccc(-c3ccc([N+](=O)[O-])cc3Cl)o2)CC1	20	0.9	-0.2	-7
COC(=O)c1ccc(/C=N/NC(=O)c2ccc(O)c(Br)c2)cc1	8	-1.1	0.1	-14
COc1ccc(CC(=O)NCCc2csc(-c3cccnc3)n2)cc1	-9	-0.7	0.7	-7
CCOC(=O)c1c(NC(=O)CSc2nnc(CNC(=O)c3cccc(OC)c3)n2CCc2ccccc2)sc2c1CCCC2	-3	-0.2	0.0	-2
Cc1oc(C(=O)O)cc1CSCc1cc(C(=O)O)c(C)o1	17	1.6	-0.1	-9
NC(=O)c1c(NC(=S)NC(=O)c2cccc([N+](=O)[O-])c2)sc2c1CCCC2	17	0.2	0.2	2
COc1ccccc1CCC(=O)N1CCC2(CC1)OCc1cccc(OC)c1O2	3	0.2	-0.6	5
O=C(Nc1cccnc1)C1CCCN1S(=O)(=O)c1cccc2cccnc12 (stereo not given)	11	-0.4	0.1	-7
O=C1CN(O)C=C2N=c3ccccc3=C2N1c1ccccc1	-2	0.3	-0.4	8
c1ccc(COc2cccc(CN3CCc4nnc(C5CCCO5)n4CC3)c2)cc1 (stereo not given)	3	0.2	0.0	-1
Cc1ccc(CN2CCNC(=O)C2CC(=O)N2CCSCC2)o1 (stereo not given)	6	-0.4	0.0	6
O=C(O)c1c[nH]c2ccc(S(=O)(=O)N(CCO)Cc3ccccc3)cc2c1=O	5	1.8	0.0	1
O=C(Oc1cccc(-c2cnc3ccccc3n2)c1)c1cc(S(=O)(=O)N2CCOCC2)ccc1Cl	22	-0.4	1.5	-1
CC(=O)N1CCC(C(=O)NC(c2ccccn2)c2cccs2)CC1 (stereo not given)	17	-0.5	0.6	0
